Source: PubChem BioAssay (Broad Institute)
U2OS ROS induce: raises reactive oxygen species in U2OS cancer cells. U2OS ROS induction, H2DCF-DA fluorescence. ROS induction (% of piperlongumine), % at 10 µM. 2% of 46,000 active. AID 624156; in the data active means ROS induction above about 79%, passing the limit was not always enough; inconclusive means no clear call, values can overlap the other calls;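 further: 0% = DMSO vehicle median and 100% = reference compound median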
* hit, by the source's call; ? = inconclusive.

SMILES	U2OS ROS induce
C[C@@H]1CN([C@H](C)CO)C(=O)c2cccc(NC(=O)C3CC3)c2O[C@@H]1CN(C)C(=O)NC1CCCCC1	3
O=C(N=NC=C1C=CN(O)C=C1)c1ccccn1	24
C[C@H]1CN([C@@H](C)CO)C(=O)CCCn2cc(nn2)CO[C@H]1CN(C)S(=O)(=O)c1ccc(Oc2ccccc2)cc1	32
C[C@@H]1Oc2c(c(O)c3c(c2C(CC(=O)O)c2ccccc2)OC(C)(C)C=C3)C(=O)[C@H]1C (some centres undefined)	8
CNC[C@H]1Oc2ccc(NC(=O)Cc3ccccc3)cc2C(=O)N([C@H](C)CO)C[C@H]1C	-6
Cn1c(SCC(=O)Nc2ccc(F)cc2)nnc1-c1ccc([N+](=O)[O-])cc1	55
Cc1cccc(CN(C)C[C@H]2OCc3cnnn3CCCC(=O)N([C@@H](C)CO)C[C@H]2C)c1	15
CCc1ccc(-c2nc3cc(NC(=O)COc4ccccc4[N+](=O)[O-])ccc3o2)cc1	-3
O=S(=O)(NCCc1c[nH]c2ccccc12)c1ccc(Cl)c(Cl)c1	-7
Cc1ccc(S(=O)(=O)N(C)C[C@@H]2Oc3c(NS(=O)(=O)c4c(C)noc4C)cccc3C(=O)N([C@@H](C)CO)C[C@@H]2C)cc1	-1
O=C1CC(=Nc2ccc(F)c(C(F)(F)F)c2)c2ccccc2C1=O	-5
O=C(O)CCCCCCC(=O)N/N=C/c1ccc(Br)s1	-1
CN(C)/C=C(\Sc1nnc(N)s1)C(=O)Nc1ccc(F)c(F)c1F	-12
COc1ccc(NC(=O)N(C)C[C@H]2Oc3ccc(NC(=O)Nc4ccc(F)cc4)cc3C(=O)N([C@@H](C)CO)C[C@H]2C)cc1	11
CC(C)NS(=O)(=O)c1ccc(OCC(=O)N2CCOCC2)c(Cl)c1	-3
CNC[C@H]1Oc2ccc(NC(=O)c3ccncc3)cc2C(=O)N([C@@H](C)CO)C[C@H]1C	-4
C=C(COC(=O)C(C)C)C1Oc2cc(C(C)=O)ccc2C1OC(=O)C(C)C (centres undefined)	3
CCC(C)NC(=O)C1CCN(c2nc3ccccc3n3cccc23)CC1 (centres undefined)	-14
C[C@H](CO)N1C[C@H](C)[C@H](CN(C)S(C)(=O)=O)Oc2c(NC(=O)Nc3ccccc3)cccc2C1=O	-5
COc1ccc(CN(C)C[C@H]2Oc3c(NS(=O)(=O)c4ccc(Cl)cc4)cccc3C(=O)N([C@H](C)CO)C[C@H]2C)cc1	12

Two entries from above, as labelled records:
> O=C1CC(=Nc2ccc(F)c(C(F)(F)F)c2)c2ccccc2C1=O
  U2OS ROS induce: -5

> O=C(O)CCCCCCC(=O)N/N=C/c1ccc(Br)s1
  U2OS ROS induce: -1

Returning to the listing with the two entries that preceded the break.
SMILES	U2OS ROS induce
C[C@H](CO)N1C[C@H](C)[C@H](CN(C)S(C)(=O)=O)Oc2c(NC(=O)Nc3ccccc3)cccc2C1=O	-5
COc1ccc(CN(C)C[C@H]2Oc3c(NS(=O)(=O)c4ccc(Cl)cc4)cccc3C(=O)N([C@H](C)CO)C[C@H]2C)cc1	12
COC(=O)c1ccc(C2C(Oc3ccc(OC)cc3)C(=O)N2Cc2ccc(F)cc2)cc1 (centres undefined)	11
C[C@H](CO)N1C[C@H](C)[C@@H](CN(C)S(C)(=O)=O)Oc2c(NC(=O)NC3CCCCC3)cccc2C1=O	-7
O=C(N/N=C/C(Br)=C/c1ccccc1)c1ccccn1	8
NS(=O)(=O)c1ccc(CCn2c(-c3ccccc3)nc(=S)c3c2CCCC3)cc1	11
Cc1csc2c(SCC(O)C(F)(F)F)ncnc12 (centres undefined)	3
C[C@@H]1CN([C@H](C)CO)C(=O)Cc2cc(NC(=O)Cn3cnnn3)ccc2O[C@H]1CN(C)CC1CC1	-14
COc1ccc(NC(=O)Nc2cccc3c2O[C@H](CN(C)C(=O)Nc2c(C)noc2C)[C@@H](C)CN([C@H](C)CO)C3=O)cc1	-13
Cc1cccc(C2Sc3ccccc3N=C3c4ccccc4C(=O)C32)c1 (centres undefined)	106*
CC(C)NC(=O)Cn1c2ccccc2c2cn[nH]c(=O)c21	-14
COc1ccccc1N(CC(=O)N1CCCCC1)S(C)(=O)=O	-11
O=C(NO)c1cccc(C(=O)N/N=C/c2ccc(Oc3ccccc3)cc2)c1	2
CCOC(=O)N(C)C[C@H]1OCc2cn(nn2)CCCC(=O)N([C@H](C)CO)C[C@H]1C	5
C[C@@H]1CN([C@H](C)CO)C(=O)c2cccc(NC(=O)Nc3ccc(F)cc3)c2O[C@@H]1CN(C)C(=O)Nc1ccc(F)cc1	-1
O=C(N/N=C/c1cn(S(=O)(=O)c2ccccc2)c2ccccc12)c1ccccn1	42
O=c1cc(CSc2ccccn2)c2ccc(O)cc2o1	20
Cc1cc(Br)ccc1NC(=O)Cn1cnc2ccccc2c1=O	-5
C[C@H]1CN([C@@H](C)CO)C(=O)c2cccc(NC(=O)c3ccc(-c4nccs4)cc3)c2O[C@H]1CN(C)CC1CCCCC1	12
Cc1noc(C)c1NC(=O)Nc1ccc2c(c1)CC(=O)N([C@H](C)CO)C[C@H](C)[C@H](CN(C)C)O2	70
Cc1nnc(SCC(=O)Nc2ccc(Cl)c(C)c2)s1	4
O=C(NCc1ccccc1)C1CCN(C(=O)c2ccccc2)CC1	-3
C[C@H]1CN([C@@H](C)CO)C(=O)CCCn2cc(nn2)CO[C@@H]1CN(C)S(=O)(=O)c1cccs1	-7
O=C(CSc1nnc(-c2ccccc2)o1)N1c2ccccc2CCc2ccccc21	41
Cc1noc(C)c1NC(=O)N(C)C[C@@H]1Oc2ccc(NC(=O)CCN3CCOCC3)cc2C(=O)N([C@@H](C)CO)C[C@@H]1C	-4
COc1ccc(-c2nn(C)c(=O)c3ccccc23)cc1NC(=O)COc1cccc(C)c1	53
CC(C)NC(=O)Nc1ccc2c(c1)CC(=O)N([C@H](C)CO)C[C@@H](C)[C@@H](CN(C)C(=O)Nc1cccc3ccccc13)O2	5
CS(=O)(=O)c1sc(C(=O)O)c2c1C=CCC2	24
C[C@@H]1CN([C@@H](C)CO)C(=O)c2cccc(NS(=O)(=O)c3ccc(Cl)cc3)c2O[C@@H]1CN(C)Cc1ccc(C(=O)O)cc1	0
COC(=O)CCCCCCC(=O)N/N=C/c1ccc(-n2ccnc2)cc1	28
CCCCC/C=C\C/C=C\C/C=C\C/C=C\CCCC(=O)OC(CO)CO	0
C[C@@H]1CCCCO[C@H](CN(C)Cc2ccccc2)[C@@H](C)CN([C@H](C)CO)C(=O)c2cc(NC(=O)Nc3ccc(F)cc3)ccc2O1	14
COc1ccc(S(=O)(=O)N(C)C[C@@H]2Oc3c(NS(=O)(=O)c4ccc(F)cc4)cccc3C(=O)N([C@H](C)CO)C[C@@H]2C)cc1	3
C[C@H]1CN([C@@H](C)CO)C(=O)Cc2cc(NC(=O)Cn3cnnn3)ccc2O[C@@H]1CN(C)C(=O)Nc1cccc2ccccc12	?
CCOC(=O)c1c(/N=C/c2c(O)n(C)c3ccccc23)sc2c1CCC2	11
C[C@H]1CN([C@@H](C)CO)C(=O)c2cc(NC(=O)NC3CCCCC3)ccc2O[C@H]1CN(C)CC1CCCCC1	1
Cc1noc(C)c1NC(=O)N(C)C[C@H]1Oc2ccc(NS(C)(=O)=O)cc2C(=O)N([C@@H](C)CO)C[C@H]1C	-2
COc1ccc(NC(=O)Nc2cccc3c2O[C@@H](CN(C)S(=O)(=O)c2ccc(F)cc2)[C@H](C)CN([C@@H](C)CO)C3=O)cc1	0
COC(=O)C1=C2C(=O)c3c(O)cc(CO)cc3OC2C(O)C=C1 (centres undefined)	146*
C[C@H]1CN([C@@H](C)CO)C(=O)Cc2cc(NC(=O)Nc3ccccc3)ccc2O[C@H]1CN(C)Cc1ccc(Cl)c(Cl)c1	46
C[C@@H]1CN([C@H](C)CO)C(=O)Cc2cc(NC(=O)CCCCCC(=O)Nc3ccccc3N)ccc2O[C@H]1CN(C)S(=O)(=O)c1ccc(Cl)cc1	18
O=[N+]([O-])c1ccc(N2CCNCC2)cc1NCc1ccccn1	6
C[C@H]1CN([C@@H](C)CO)C(=O)c2cc(NC(=O)C3CC3)ccc2O[C@H]1CN(C)Cc1ccc(C(F)(F)F)cc1	-14
Cc1ccc2oc(-c3cccc(NC(=O)COc4cccc(C)c4C)c3)nc2c1	6
CCc1ccccc1NC(=O)C(Cc1ccccc1)N1C(=O)c2ccccc2C1=O (centres undefined)	-12
C[C@H](CO)N1C[C@H](C)[C@H](CN(C)C(=O)Nc2ccccc2)Oc2ccc(NS(=O)(=O)c3ccc(F)cc3)cc2C1=O	-11
C[C@@H]1CN([C@H](C)CO)C(=O)c2cc(NS(=O)(=O)c3ccccc3)ccc2O[C@H]1CN(C)C(=O)NC1CCCCC1	-3
CC1CCCC(C)N1CCNC(=O)c1ccc2c(c1)ncn2C1CCCCC1 (centres undefined)	-15
CSc1ncc(Cl)c(C(=O)Nc2nnc(SC)s2)n1	-4
CCc1ccccc1NC(=O)c1ccccc1S(=O)(=O)c1ccccc1[N+](=O)[O-]	-15
Cc1noc(C)c1S(=O)(=O)Nc1ccc2c(c1)CC(=O)N([C@H](C)CO)C[C@@H](C)[C@@H](CN(C)C(=O)NC(C)C)O2	-12
Cc1cc(C)c(NC(=O)CSc2nnc(-c3ccccc3Cl)n2C)c(C)c1	14
NC(=NC(=O)c1cccc(Cn2cc(C(F)(F)F)ccc2=O)c1)c1ccc(Cl)cc1	3
CCCNC(C)(C)COC(=O)c1ccccc1	6
C[C@H]1CN([C@@H](C)CO)C(=O)c2cc(NS(=O)(=O)c3ccccc3)ccc2O[C@@H]1CN(C)CC1CC1	1
CCN(CC)CCNC(=O)c1ccc(NC(C)=O)cc1	-6
COc1ccc(NC(=O)Nc2ccc3c(c2)C(=O)N([C@H](C)CO)C[C@H](C)[C@@H](CN(C)C(=O)Nc2ccc(OC)cc2)OCCCC[C@@H](C)O3)cc1	-5
CCOC(=O)c1cc2c(NCc3ccc(Cl)cc3Cl)nccc2nc1C(F)(F)F	38
Cc1noc(C)c1S(=O)(=O)N(C)C[C@@H]1Oc2ccc(NC(=O)CCCCCC(=O)Nc3ccccc3N)cc2CC(=O)N([C@@H](C)CO)C[C@@H]1C	1
Cc1noc(C)c1NC(=O)N(C)C[C@@H]1Oc2c(NS(=O)(=O)c3cccs3)cccc2C(=O)N([C@@H](C)CO)C[C@@H]1C	-9
O=C(NCC(c1ccccc1)c1c[nH]c2ccccc12)c1ccc(C(F)(F)F)cc1 (centres undefined)	-7
CCn1c(SCC(=O)Nc2ccc3c(c2)OCCO3)nnc1-c1cccs1	-8

As entered above.
Value for `COc1ccc(NC(=O)Nc2cccc3c2O[C@H](CN(C)C(=O)Nc2c(C)noc2C)[C@@H](C)CN([C@H](C)CO)C3=O)cc1` in U2OS ROS induce: -13
Value for `O=C(CSc1nnc(-c2ccccc2)o1)N1c2ccccc2CCc2ccccc21` in U2OS ROS induce: 41
Value for `COC(=O)C1=C2C(=O)c3c(O)cc(CO)cc3OC2C(O)C=C1` (centres undefined) in U2OS ROS induce: 146*
Value for `CSc1ncc(Cl)c(C(=O)Nc2nnc(SC)s2)n1` in U2OS ROS induce: -4
Value for `CN(C)/C=C(\Sc1nnc(N)s1)C(=O)Nc1ccc(F)c(F)c1F` in U2OS ROS induce: -12

Returning to the listing; the 3 compounds before the break are reprinted first.
SMILES	U2OS ROS induce
Cc1noc(C)c1NC(=O)N(C)C[C@@H]1Oc2c(NS(=O)(=O)c3cccs3)cccc2C(=O)N([C@@H](C)CO)C[C@@H]1C	-9
O=C(NCC(c1ccccc1)c1c[nH]c2ccccc12)c1ccc(C(F)(F)F)cc1 (centres undefined)	-7
CCn1c(SCC(=O)Nc2ccc3c(c2)OCCO3)nnc1-c1cccs1	-8
CC(C)(C)OC(=O)Nc1cccc(/C=N/NC(=O)CCCCC(=O)NO)c1	-12
CO[C@@]1(c2ccc3c(c2)OCO3)OC[C@@H]2[C@@H](c3ccc4c(c3)OCO4)OC[C@@]21O	-8
O=C(NCc1ccccn1)c1cc2cc(Br)ccc2oc1=O	-1
CCN(CC)c1nc(Oc2ccc(=O)[nH]n2)nc(N2CCOCC2)n1	-2
CCCc1cc(=O)[nH]c(SCC(=O)Nc2ccc(Cl)c(Cl)c2)n1	-16
COCCCNC(=O)[C@@]1(Cc2ccccc2)N=C(c2ccc(OCCCO)cc2)O[C@H]1c1ccccc1	23
CCC(Sc1nc2ccccc2s1)C(=O)Nc1ccc(Br)cc1 (centres undefined)	-22
C[C@@H]1CN([C@@H](C)CO)C(=O)CCCn2cc(nn2)CO[C@@H]1CN(C)C(=O)c1ccccc1	-24
C=CC[C@]1(C(=O)NCc2ccccc2)N=C(c2ccc(OCCCO)cc2)O[C@H]1c1ccccc1	57
C[C@H](CO)N1C[C@H](C)[C@H](CN(C)C(=O)Nc2ccc(C(F)(F)F)cc2)Oc2ccc(NS(=O)(=O)c3ccc(Cl)cc3)cc2CC1=O	52
C[C@@H]1CN([C@H](C)CO)C(=O)Cc2cc(N(C)C)ccc2O[C@H]1CN(C)S(=O)(=O)c1cccs1	7
COc1cc(C2SC(C)C(=O)N2CCc2ccccc2)cc(OC)c1OC (centres undefined)	29
CC(C)NC(=O)N(C)C[C@H]1Oc2ccc(NC(=O)Nc3ccc(C(F)(F)F)cc3)cc2C(=O)N([C@H](C)CO)C[C@@H]1C	-6
CC1CCC(NC(=O)c2ccc3snnc3c2)CC1 (centres undefined)	61
COc1cccc(C(=O)COc2ccc(NC(=O)c3ccc(Cl)c(Cl)c3)cc2)c1	-6
C[C@@H]1CCCCO[C@H](CN(C)Cc2ccc3c(c2)OCO3)[C@@H](C)CN([C@H](C)CO)C(=O)c2cc(NC(=O)Nc3ccc(F)cc3)ccc2O1	31
Cc1onc(-c2c(Cl)cccc2Cl)c1NC(=O)N(C)C	-9
CC(C)(C)OC(=O)CC[C@]12N=C(c3ccc(OCCCO)cc3)O[C@H]1c1ccccc1CN(CCS(=O)(=O)c1ccccc1)C2=O	61
C[C@H](CO)N1C[C@H](C)[C@@H](CN(C)Cc2ccc(Cl)c(Cl)c2)Oc2ccc(NS(=O)(=O)c3ccccc3)cc2C1=O	47
CN(C)CCCOc1ccc(/C=N/NC(=O)c2ccccc2O)cc1	-14
C=CCn1cnc2c(oc3ccccc32)c1=O	-7

These rows are one share of the data. The share of hits here may be higher or lower than overall.
